Screening results (PubChem BioAssay)
INS promoter inh: TRM-6 insulin promoter activity inhibition | inhibition, % at 2 µM | 130,000 compounds, 0.9% hits | TRM-6 cells (human fetal islet line), insulin promoter-eGFP reporter, imaging; reporter expression induced with tamoxifen;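 active = inhibition above the mean plus 3 SD, with well images judged a real hit on visual review, cut at about 60% in these data, passing the limit was not always enough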
sdo1 growth: sdo1-depleted yeast growth rescue; S. cerevisiae sdo1-depleted JHY4D growth rescue, OD600 30 h; stronger effect = higher value; pdr5 snq2 efflux-pump mutant strain; 140,000 compounds, 0.21% hits; z-score at 10 µM;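 active = z-score above 3 at both the 24 hr and the 30 hr optical density reads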;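 note: z-score against mean and SD of all compound wells on the same plate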
sdo1 growth Rescue 24 h: recorded beside sdo1 growth, whose call it bears; z-score; S. cerevisiae sdo1-depleted JHY4D growth rescue, OD600; measured here: growth rescue at 24 h;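 0 is the plate mean of compound wells and units are plate SD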
The depositor's hits bear a star; / = not tested or not shown.

Second line of a record: sdo1 growth, INS promoter inh, sdo1 growth Rescue 24 h
Cc1cc(NS(=O)(=O)c2ccc(NC(=S)NC(=O)c3ccc(C(C)(C)C)cc3)cc2)no1
    -0.98, 15, -0.17
COc1ccc(Cl)cc1C(=O)N/N=C/c1ccc(N2CCOCC2)cc1
    /, -21, /
CCN(CC)c1ncnc2sc3c(c12)CCC3
    -0.17, 46, -0.09
O=C(Oc1coc(CSc2nnc(NC(=O)C3CC3)s2)cc1=O)c1c(F)cccc1F
    /, 33, /
CC(NC(=O)CSc1nc2c(c(C(F)(F)F)n1)CCc1ccccc1-2)c1ccccc1 (stereo not given)
    -0.31, -321, 0.81
COc1ccccc1NC(=O)CSC1=NCCN1
    1.2, -38, 0.42
CCC(C)c1ccc(NC(=O)c2cccs2)cc1 (stereo not given)
    -1.6, -10, -2
O=C(NCc1ccc2c(c1)OCO2)c1cc(-c2ccccc2Cl)on1
    -1.3, -6, -0.7
NC(=O)CSc1nc2scc(-c3ccco3)c2c(=O)n1-c1ccccc1
    -0.4, 7, -0.46
CC(=O)NCc1ccc(-c2csc(N)n2)s1
    -0.26, /, 0.03
COc1ccc(-c2c(C)nn(-c3ccccc3)c2N)cc1OC
    -0.09, -124, -0.73
Cc1onc(-c2ccccc2)c1C(=O)N1CCCSC1=Nc1ccccc1
    -1.3, -166, -1.2
CCCN(C(=O)CSc1nnc(-c2ccoc2C)n1N)C1CCS(=O)(=O)C1 (stereo not given)
    0.07, /, -0.44
CC(C)Oc1cccc(-c2cc(C(=O)NC(=S)N(C)c3ccccc3C(=O)O)c3ccccc3n2)c1
    -0.57, 28, -1.3
CC(C)(C)c1cc(CCC(=O)NNC(=S)NC(=O)c2ccccc2)cc(C(C)(C)C)c1O
    0.26, -29, -0.28
Cc1cc(C)c(C)c(OCc2nc(-c3cccnc3)no2)c1
    0.39, 10, 0.37
COC(=O)C1=C(C)NC(=O)NC1c1cccc(OC)c1OCc1ccccc1 (stereo not given)
    0.69, -14, -0.11
CN(CC(=O)Nc1cccc2c1CCCC2)S(=O)(=O)c1ccc(Br)cc1
    0.68, /, 0.95
COc1ccc(C2CC(c3ccccc3Cl)Nc3ncnn32)cc1OC (stereo not given)
    0.07, /, -0.29
COc1cc(NC(=S)NCCCN2CCOCC2)c(OC)cc1Cl
    /, -33, /

Next part; it opens with the 6 that closed the last part.
Second line of a record: sdo1 growth, INS promoter inh, sdo1 growth Rescue 24 h
CC(C)(C)c1cc(CCC(=O)NNC(=S)NC(=O)c2ccccc2)cc(C(C)(C)C)c1O
    0.26, -29, -0.28
Cc1cc(C)c(C)c(OCc2nc(-c3cccnc3)no2)c1
    0.39, 10, 0.37
COC(=O)C1=C(C)NC(=O)NC1c1cccc(OC)c1OCc1ccccc1 (stereo not given)
    0.69, -14, -0.11
CN(CC(=O)Nc1cccc2c1CCCC2)S(=O)(=O)c1ccc(Br)cc1
    0.68, /, 0.95
COc1ccc(C2CC(c3ccccc3Cl)Nc3ncnn32)cc1OC (stereo not given)
    0.07, /, -0.29
COc1cc(NC(=S)NCCCN2CCOCC2)c(OC)cc1Cl
    /, -33, /
O=S(NCc1ccccc1)C12CC3CC(CC(C3)C1)C2 (stereo not given)
    0.96, -9, 0.73
O=C(O)CSc1nc2c(c(=O)[nH]1)CCCC2
    0.67, /, 0.06
CC(=O)c1sc2nc(-c3cccs3)ccc2c1N
    -0.66, -25, -0.48
CCN(CC)c1nc2ccccc2n2cnnc12
    0.02, -64, -0.03
Cc1ccc(Nc2nc(CSc3nnnn3-c3ccccc3)cc(=O)[nH]2)cc1
    0.57, -100, 0.38
O=C(CSc1nnnn1-c1ccccc1)Nc1ncc(Cc2cccc(Cl)c2Cl)s1
    -1, 35, -0.47
Cc1cc(C)nc(SC2CCCCC2NS(=O)(=O)c2ccc(Cl)cc2)n1 (stereo not given)
    -0.39, /, -0.07
Cc1cc(C)cc(OCc2ccc(C(=O)O)o2)c1
    -0.22, 10, -1
COc1ccc(N(CN2C(=O)c3ccccc3C2=O)C(=O)C(C)C)cc1
    -0.06, /, 0.25
COc1ccc(Nc2c3c(nc4ccccc24)CCCC3)cc1OC
    /, -6, /
C#Cc1ccc(C(=O)Nc2cc(C(N)=O)ccc2N2CCOCC2)cc1
    0.11, 36, -0.45
CCNC(=O)COc1cccc2ccccc12
    -0.58, -3, -1.3
Cc1ccc(SCCC(=O)Nc2c(C)n(C)n(-c3ccccc3)c2=O)cc1
    -0.38, 21, -0.02
CCOC(=O)c1nnn(-c2ccc([N+](=O)[O-])cc2[N+](=O)[O-])c1C
    /, -23, /
CCNC(=S)N(CCc1c(C)[nH]c2ccc(Cl)cc12)Cc1ccco1
    /, -47, /
COc1cc(C(=O)N2CCN(C/C=C/c3ccccc3)CC2)cc(OC)c1OC
    0.33, -5, -0.86
Cc1ccc(C(=O)/C=C/c2cn(CN3CCN(C)CC3)c3ccccc23)cc1
    -2.6, 14, -2.3
COC(=O)Cn1c(CCS(=O)(=O)c2ccc(Cl)cc2)nc2ccccc21
    1.1, -16, 0.12
CCCSc1nc2c(cnn2-c2ccccc2)c(=O)[nH]1
    -1.6, 0, -0.76
CCCCNC(=O)CC1N=C2c3ccccc3N=C(SCC(=O)Nc3ccccc3C)N2C1=O (stereo not given)
    0.56, -41, 0.67
CCCCN(CC)C(=O)CN1C(=O)c2ccccc2C1=O
    -0.37, 7, -0.6
CC(C)(C)NC(=O)CN(C(=O)c1ccc(Cl)nc1)c1cccc2ccccc12
    /, -108, /
O=C(Nc1ccc2c(c1)OCO2)C1CC(c2c(F)cccc2Cl)=NO1 (stereo not given)
    -0.53, 22, -0.04
CCOC(=O)c1cnc(-n2nc(C)cc2C)nc1Nc1ccc(C)cc1
    -1.6, /, 0.69
CC1CCCCN1C(=S)Nc1ccc(OC(F)F)cc1 (stereo not given)
    0.81, 25, 0
CCCCOC(=O)Cn1c(=N)n(CCN2CCOCC2)c2ccccc21
    /, 41, /
Cc1cc(C)nc(NS(=O)(=O)c2ccc(NC(=O)CCCN3C(=O)c4ccccc4C3=O)cc2)n1
    1.8, -17, 2.8
Nn1c(SCc2nc3ccccc3[nH]2)nnc1C1CCCCC1
    0.03, 18, 0.27
O=C(COC(=O)c1cccnc1Nc1cccc(C(F)(F)F)c1)NCCN1C(=O)CSC1=O
    -0.87, -26, -0.89
COc1cc(O)oc1C=Nc1ccccc1
    0.86, 42, 1
N#CC1=C(N)Oc2n[nH]c(-c3cccs3)c2C1c1cccnc1 (stereo not given)
    0.84, /, 0.31
Cc1cc(Br)cc2cn[nH]c12
    /, -20, /
Cc1ccc2nc3c(cc(C#N)c(=O)n3-c3nccs3)c(=O)n2c1
    0.5, /, -0.23
Cc1cc(Cl)c(S(=O)(=O)NC2CCCCC2)cc1OCC(=O)Nc1nncs1
    0.1, -338, -0.08
O=C(CSc1nnc(CNC(=O)c2cccs2)o1)c1ccccc1
    0.12, 0, -0.55
c1ccc(CSC2=NCCS2)cc1
    /, -12, /
COc1ccc(-n2c(O)c(C=NC3CC3)c(=O)[nH]c2=O)cc1
    0.78, /, 0.21
COc1ccc(CCCc2nnc(SCC(=O)Nc3cc(C)c(C)cc3Br)o2)cc1
    -1.3, -33, -0.98
O=C(O)CC1S/C(=N\N=C/c2ccccc2)N(c2ccc(O)cc2)C1=O (stereo not given)
    0.64, -116, 0.04
COCCN(CCOC)S(=O)(=O)c1ccc(C(=O)Nc2sc3c(c2C(N)=O)CCCCC3)cc1
    -0.38, /, 0.57
CCOc1cc(C)nc(N2CCN(C3CCCCC3)CC2)n1
    0.28, -39, -0.41
COc1cc(C)c(S(=O)(=O)n2nnc3ccccc32)cc1C
    0.29, 33, 0.24
CCN(CC)CCNC(=O)CCn1c(=S)[nH]c2cc3c(cc2c1=O)OCO3
    0.77, 20, -0.03
N#CCC(=O)N/N=C/c1ccc(OS(=O)(=O)c2ccccc2)cc1
    0.45, -153, -0.5
COc1cc2c(cc1OC)C(c1ccccc1O)N(C1CC(=O)N(c3ccccc3)C1=O)CC2 (stereo not given)
    0.97, -30, 0.39
COc1ccc(-c2cnnn2-c2ccc(NC(=O)/C=C/c3ccc(OC)c(OC)c3)cc2)cc1
    -0.17, /, 0.01
Cc1nnc(SCC(=O)Nc2ncc(S(=O)(=O)c3ccc([N+](=O)[O-])cc3)s2)s1
    -0.14, 6, 0.79
Cc1cc2c(=O)n(Cc3ccco3)c(SCC(=O)NCc3ccco3)nc2s1
    0.42, -39, 0.22
CC(OC(=O)CNS(=O)(=O)/C=C/c1ccccc1)C(=O)Nc1ccc(S(=O)(=O)N2CCCC2)cc1 (stereo not given)
    -0.48, 15, -0.73
COc1ccc(/C=C/C(=O)NC(C)(C)C)cc1S(=O)(=O)N1CCOCC1
    0.5, /, -0.35
O=C(NCCN1CCOCC1)c1cc(=O)[nH]c2ccc(Br)cc12
    0.58, /, 0.66
Cc1cccc(COc2ccccc2/C=N/Nc2ccc([N+](=O)[O-])cc2)c1
    -0.41, -61, 0.69
CCc1c(C(=O)Nc2ccc(OC)cc2)[nH]c(C)c1C(C)=O
    0.04, /, -0.38
CCC(O)c1c(-c2ccccc2)nn(C)c1Cl (stereo not given)
    /, 31, /
COc1cccc(/C=N/n2c(CO)nc3ccccc32)c1OC
    -1.1, 3, -1.4
CC(=O)N1CCCc2cc(S(=O)(=O)N(C)Cc3ccccc3)ccc21
    -0.15, 31, -0.09
Cc1ccc(NC(=O)CN2CCC(C(=O)c3ccc(F)cc3)CC2)cc1
    -0.77, -453, -0.73
COc1ccc(-c2csc(/C(C#N)=C\c3cccc([N+](=O)[O-])c3)n2)cc1
    -0.49, /, 0.78
COC(=O)c1[nH]c2ccc(Br)cc2c1NC(=O)CN1CCCCC1CCO (stereo not given)
    -0.18, -26, -0.67
CC(C(=O)NCCN1C(=O)S/C(=C\c2cccs2)C1=O)N1C(=O)c2ccccc2C1=O (stereo not given)
    0.46, -2, 0.23

Compound profiles (already shown):
Entry for `Cc1ccc(NC(=O)CN2CCC(C(=O)c3ccc(F)cc3)CC2)cc1` : sdo1 growth: -0.77; INS promoter inh: -453; sdo1 growth Rescue 24 h: -0.73
Entry for `Cc1nnc(SCC(=O)Nc2ncc(S(=O)(=O)c3ccc([N+](=O)[O-])cc3)s2)s1` : sdo1 growth: -0.14; INS promoter inh: 6; sdo1 growth Rescue 24 h: 0.79

Carrying on.
Second line of a record: sdo1 growth, INS promoter inh, sdo1 growth Rescue 24 h
O=C(NCCc1ccccc1)C(=O)NCC(c1ccco1)N1CCOCC1 (stereo not given)
    /, -11, /
Cc1ccc2nc3sc(C(=O)Nc4c(C)[nH]c(=O)[nH]c4=O)c(N)c3cc2c1
    1.1, /, 0.7
O=C(Nc1ccccc1)c1cc(-c2ccccc2Cl)no1
    -0.37, -14, -0.16
COc1ccccc1NC(=O)CC1SC(=N)N(c2ccccc2)C1=O (stereo not given)
    /, -25, /
COc1ccc(OC)c(NC(=O)CCc2c[nH]c3ccccc23)c1
    /, -78, /
O=C(Nc1nnc(-c2cccs2)o1)c1cccc(C(F)(F)F)c1
    -2.5, /, -0.97
Nc1ncnc(Nc2cccc(Cl)c2Cl)n1
    /, 67, /
CC1(C)NC(=O)N(CNc2cc(Cl)ccc2Cl)C1=O
    -0.56, 51, -1.1
Cc1c(Br)c(C(N)=O)nn1C
    0.23, -16, 0.48
Cn1cnc([N+](=O)[O-])c1Nc1ccccc1O
    0.88, -165, 0.26
CN(C)c1nc(-c2ccccc2)nc(-c2ccc(Cl)cc2)c1C#N
    -0.12, 4, 1.8
COc1ccc(CCNC(=O)c2ccc(N3CCCC3=O)cc2)cc1OC
    1.2, 0, 0.43
COc1ccc(-c2cc(Nc3ccccc3NC(=O)C(F)(F)F)n(CCC#N)n2)cc1
    -0.41, 60*, -1
C=CCNC(=O)c1c(N)n(-c2ccc3c(c2)OCO3)c2nc3ccccc3nc12
    -0.39, /, 0.17
COc1cc2c(=O)nc3n(c2cc1OC)C(c1ccccc1)N=C(N)N3 (stereo not given)
    0.53, -11, -0.32
Cc1ccccc1NC(=O)CN1C(=O)NC(C)(c2ccc3c(c2)OCO3)C1=O (stereo not given)
    0.16, 0, -0.67
COc1ccc(CCNC(=O)c2csc3c2CCCC3)cc1
    /, -33, /
CCCCOC(=O)c1ccc(NC(=O)Nc2ccc(OC)c(OC)c2)cc1
    -0.48, 47, -0.15
Cc1scc(C(=O)NNC(=S)NCC2CCCO2)c1C (stereo not given)
    -0.12, -41, -1.3
O=C(COC(=O)c1cncc(Br)c1)NC1CC1
    -0.38, -54, -0.48

Reformatted: results already given.
CCCCNC(=O)CC1N=C2c3ccccc3N=C(SCC(=O)Nc3ccccc3C)N2C1=O (stereo not given)
- sdo1 growth = 0.56
- INS promoter inh = -41
- sdo1 growth Rescue 24 h = 0.67
CCCCN(CC)C(=O)CN1C(=O)c2ccccc2C1=O
- sdo1 growth = -0.37
- INS promoter inh = 7
- sdo1 growth Rescue 24 h = -0.6

Remaining list, next part.
Second line of a record: sdo1 growth, INS promoter inh, sdo1 growth Rescue 24 h
NC(=S)n1[nH]c(-c2ccc([N+](=O)[O-])cc2)c(N=Nc2ccc(O)cc2)c1=O
    -0.19, -23, 0.92
Cc1ccc(C)c2[nH]c(=O)c(CN(CC3CCCO3)C(=O)NC3CCCCC3)cc12 (stereo not given)
    -1.1, /, -1.2
C/C(=N/NC(=O)C1COc2ccccc2O1)c1ccco1 (stereo not given)
    1.5, /, 1.6
O=[N+]([O-])c1cc(C(F)(F)F)ccc1Oc1cccnc1[N+](=O)[O-]
    -0.04, -200, -0.53
COc1ccc(CCNC(=O)c2cnn(-c3ccc(C)c(C)c3)c2NC(=O)c2ccco2)cc1OC
    0.38, -5, -0.04
Cc1nc2ccc(NC(=O)c3ccc(S(=O)(=O)N(C)c4ccccc4)cc3)cc2s1
    -1.2, 10, -0.79

These rows are one share of the data; the hit share may differ from the screen's.
